# Assay outcomes as filed in PubChem BioAssay.
# NCOA1 inh – inhibitors of human steroid receptor coactivator 1 (SRC1). 360,000 tested, 0.12% active. Q15788. inhibition, % at 3.6 µM. HEK293 GAL4-SRC1 luciferase reporter, luminescence;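 active means inhibition above the campaign mean plus 3 SD, with each screening campaign given its own cutoff, cut at about 60% in these data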;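 further: 0% = DMSO treated cells and 100% = gossypol at 36 µM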
# ABHD5 PLIN5 PPI – ABHD5-PLIN5 protein interaction inhibition | Q00G26+Q8WTS1 | Split G. princeps luciferase complementation, luminescence, 4 h | inhibition, % at 4 µM | 360,000 tested, 0.78% active | AID 602281;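 active means inhibition above the mean inhibition across every tested compound plus 3 SD, cut at about 22% in these data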;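 further: 0% = DMSO only wells and the 100% control is not disclosed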
# SRC3 inh – human NCOA3 inhibition; 360,000 tested, 0.17% active; inhibition, % at 3.6 µM; AID 588352; HEK293 GAL4-SRC3 luciferase reporter, luminescence; Q9Y6Q9;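 active means inhibition above a per-campaign cutoff, the mean of all compounds plus 3 SD, cut at about 60% in these data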;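 further: 0% = DMSO-treated cells and 100% = gossypol-treated cells at 36 µM; higher means less SRC3-driven luciferase light from the GAL4 reporter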
# NR5A2 inv ag – NR5A2 inverse agonism in reporter assay. O00482. HEK293T StAR-luciferase reporter, LRH-1 transfected, 24 h. inhibition, % at 3.6 µM. 360,000 tested, 0.13% active. AID 602396;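 active means inhibition above the mean inhibition of all tested compounds plus 3 SD, cut at about 73% in these data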;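 further: 0% = DMSO wells and 100% = reporter-only cells lacking LRH-1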
# Target sequence (O00482 whole entry, looked up): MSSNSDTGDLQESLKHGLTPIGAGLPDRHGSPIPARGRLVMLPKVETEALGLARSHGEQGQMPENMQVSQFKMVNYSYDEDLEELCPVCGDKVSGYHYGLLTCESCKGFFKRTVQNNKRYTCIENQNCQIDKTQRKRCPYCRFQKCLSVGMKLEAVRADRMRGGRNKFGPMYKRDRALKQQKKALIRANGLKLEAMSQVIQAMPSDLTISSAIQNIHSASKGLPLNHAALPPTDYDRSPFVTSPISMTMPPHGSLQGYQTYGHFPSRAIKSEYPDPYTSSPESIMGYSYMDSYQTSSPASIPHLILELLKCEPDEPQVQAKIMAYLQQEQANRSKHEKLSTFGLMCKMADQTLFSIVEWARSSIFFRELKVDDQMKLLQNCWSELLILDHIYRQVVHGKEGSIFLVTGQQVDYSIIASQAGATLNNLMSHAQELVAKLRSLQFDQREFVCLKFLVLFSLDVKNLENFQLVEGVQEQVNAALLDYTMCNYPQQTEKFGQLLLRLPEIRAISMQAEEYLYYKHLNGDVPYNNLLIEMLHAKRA
# NOD2-RIPK2 inh – NOD2-RIPK2 protein interaction inhibition; O43353; 360,000 tested, 0.38% active; CHO BLA complementation NOD2-RIPK2, CCF4 ratio; inhibition, % at 4.98 µM; in the data active means inhibition above about 21%;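 further: 0% = vehicle only and 100% = reference blocker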
# Target sequence (O43353 whole entry, looked up): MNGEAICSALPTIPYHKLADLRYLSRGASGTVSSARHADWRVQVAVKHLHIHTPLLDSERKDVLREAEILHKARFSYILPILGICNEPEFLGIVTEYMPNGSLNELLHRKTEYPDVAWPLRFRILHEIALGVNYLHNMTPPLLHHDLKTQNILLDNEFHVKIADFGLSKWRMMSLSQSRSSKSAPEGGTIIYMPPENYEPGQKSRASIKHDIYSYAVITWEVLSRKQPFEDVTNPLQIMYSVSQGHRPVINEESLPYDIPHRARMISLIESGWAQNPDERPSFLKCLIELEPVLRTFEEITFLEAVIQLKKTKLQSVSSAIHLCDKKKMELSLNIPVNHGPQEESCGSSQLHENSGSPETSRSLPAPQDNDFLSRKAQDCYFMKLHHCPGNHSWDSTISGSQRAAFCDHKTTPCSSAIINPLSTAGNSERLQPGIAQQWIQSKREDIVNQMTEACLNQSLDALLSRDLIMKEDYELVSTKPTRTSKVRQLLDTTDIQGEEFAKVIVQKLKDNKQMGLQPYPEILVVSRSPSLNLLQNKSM
# SRC2 inh – inhibits human steroid receptor coactivator 2 | Q15596 | HEK293 GAL4-SRC2 luciferase reporter, luminescence | inhibition, % at 9 µM | 370,000 tested, 0.17% active;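 active means inhibition above the mean inhibition of all tested compounds plus 3 SD, set per campaign, cut at about 52% in these data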;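 further: 0% = DMSO treated cells and 100% = cells given Gossypol at 36 µM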
# TWEAK-Fn14 inh – TWEAK-Fn14 signaling inhibition. TWEAK-stimulated Fn14 reporter cells, luciferase luminescence, 8 h. inhibition, % at 10 µM. 360,000 tested, 2% active. AID 1159606; in the data active means inhibition above about 50%
# Exocytosis inh – lytic granule exocytosis inhibition; TALL-104 LAMP-1 surface exposure, flow cytometry; cells stimulated with thapsigargin and PMA; inhibition, % at 10 µM; 360,000 tested, 0.66% active; AID 651702;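 active means inhibition above about 55%, limit read from the data; inconclusive means no clear call, values can overlap the other calls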
# TROY NFkB inh – blocks TROY-dependent signaling in reporter cells; Q293 LMP1-TROYcd NF-kB luciferase reporter, 4 h; inhibition, % at 10 µM; 360,000 tested, 0.98% active;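 active means compounds whose plate-normalised and pattern-corrected inhibition of the luciferase reporter signal at the single screening dose is 50% or more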
# COUP-TFII inh – NR2F2 (human) inhibition, primary screen; P24468; HEK293T NGFI-A luciferase reporter, luminescence; inhibition, % at 8.6 µM; 370,000 tested, 0.7% active;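 active means inhibition above a per-plate cutoff, mean inhibition of test wells between control levels plus 3 SD, cut at about 38% in these data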;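 further: cells cotransfected with COUP-TFII expression vector driving the NGFI-A reporter; 0% = median of COUP-TF2 test wells and 100% = reporter-only cells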
# TLR9-MyD88 block – TLR9-MyD88 interaction inhibition; CHO BLA complementation TLR9-MyD88, CCF4 FRET ratio; inhibition, % at 4.98 µM; 340,000 tested, 0.21% active; AID 504734; Q9NR96+Q99836;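 active means inhibition above the mean over all tested compounds plus 3 SD, cut at about 21% in these data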;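 further: 0% = DMSO only wells and 100% = clavulanate BLA inhibitor control wells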
# * hit, by the source's call; u = inconclusive; x = no result given.
SMILES,NCOA1 inh,ABHD5 PLIN5 PPI,SRC3 inh,NR5A2 inv ag,NOD2-RIPK2 inh,SRC2 inh,TWEAK-Fn14 inh,Exocytosis inh,TROY NFkB inh,COUP-TFII inh,TLR9-MyD88 block
CSC1=NC2(C)CCCCC2C12C=CC(=O)C=C2 (stereo not given),-12,-2,5,1,3,-3,-3,-2,21,-6,0
CC1=C(C(=O)N2CCOCC2)CC(CC(=O)NC(c2ccccc2)c2ccccc2)C(=O)N1Cc1ccc(C(C)(C)C)cc1 (stereo not given),-4,-15,3,2,-6,28,13,0,3,19,-2
O=C(Nc1sc2c(c1C(=O)NC1CCCCC1)CCC2)c1ccco1,-4,-3,4,3,3,2,-6,2,7,5,2
CCOc1ccc(NC(=O)Nc2ccc3c(c2)CCC3)cc1,-14,-4,1,-14,7,-27,-36,-1,0,-27,-4
N#CCC(=O)Nc1ccc(C(=O)Nc2cccnc2)cc1,1,-2,9,-12,-3,-19,-18,-1,13,10,13
CSc1nc(N)nc2c1ncn2CC(=O)NCCCc1ccccc1,-10,3,28,3,-12,-4,-4,1,16,8,3
CCN(CCNC(=O)CN(C)S(=O)(=O)c1cccc2nsnc12)c1ccccc1,4,-5,8,-36,-4,-29,2,4,7,-4,-3
COc1ccc(NCc2nnc(SCC(=O)NNC(=O)c3ccc(C)cc3)n2C)cc1,8,0,-13,2,-4,4,-9,1,-15,-19,2
CCOc1ccc2cc(C#N)c(SCC(=O)N3CCC(C)CC3)nc2c1,-10,0,19,5,2,11,3,-1,-12,-1,-1
CN(C)S(=O)(=O)c1ccc2c(c1)C(=NNC(N)=O)c1cc(S(=O)(=O)N(C)C)ccc1-2,12,-9,-3,18,3,-17,-13,13,-17,-1,-4
CCOC(=O)Cc1csc(NC(=O)c2cc(OC)cc(OC)c2)n1,11,-7,-11,0,-3,11,18,3,7,0,-2
COc1ccc(-c2nc(O)c3cnccn23)cc1,-4,4,9,-5,5,-51,-26,-2,4,-12,-3
FC(F)(F)c1cc(-c2ccccc2)nc(-n2cc(Cl)cn2)n1,10,-7,13,10,-9,-3,-7,-2,7,-10,-8
CCCC(=O)Nn1cnc2c(c1=O)C1(CCCC1)Cc1ccccc1-2,5,1,10,10,-4,9,3,0,2,0,3
c1ccc(Nc2nc(-c3ccncc3)cs2)nc1,-128,-5,-83,-189,-1,-102,39,2,-53,-19,12
CCNC(=O)/C(=C/c1ccco1)NC(=O)/C=C/c1ccccc1,8,6,-9,15,1,-5,-9,-2,-3,-6,5
COc1cc(C(=O)OCC(C)=O)cc(NC(=O)c2ccco2)c1OC,-11,-7,2,15,11,-3,-16,-1,-6,9,2
Cc1ccc(C)c(NS(=O)(=O)c2cc(Br)cnc2N)c1,-8,0,6,25,-5,13,2,-4,-20,-1,1
COc1ccc(NC(=O)NCCCN2CCCC2=O)c(OC)c1,1,-4,3,8,0,-2,-7,9,6,-12,-4
O=C(NCCc1nnc2ccc(NCc3ccccc3Cl)nn12)c1ccccc1,-20,52*,25,16,-3,14,-11,-5,-10,-9,9
CC(C)(C)c1ccc(C(=O)N2CCC2(C)C(=O)Nc2ccc3[nH]ncc3c2)cc1 (stereo not given),4,-4,2,9,9,13,14,-6,3,36,x
NC(=O)NOCc1c(Cl)cccc1Cl,1,3,5,6,7,-14,-18,-3,6,-1,5
CCN(CC)CCNc1ccc(CO)c2oc3cc(Cl)ccc3c(=O)c12,14,-1,-13,13,14,-49,-86,6,-43,-2,-2
NS(=O)(=O)c1ccc(N2CCN(S(=O)(=O)Cc3ccccc3)CC2)nc1,-8,-5,0,-8,2,-9,0,1,3,-1,11
COc1ccccc1N1CCN(C2CCCN(C(=O)CN3CCCC3=O)C2)CC1 (stereo not given),13,-2,19,25,-4,-26,0,-7,10,16,-10
CC(=O)c1c(C)[nH]c(C(=O)OCc2ccccc2)c1C,-52,7,-36,-61,3,-36,1,1,-41,-25,5
CCOC(=O)C(CC)Sc1nc2c(c(=O)[nH]c(=O)n2C)n1C/C=C(/C)Cl (stereo not given),-7,0,0,10,-3,5,5,9,-22,6,-5
Brc1ccc(OCCOCCOc2cccc3cccnc23)cc1,6,-7,7,18,4,-2,-1,-2,-2,18,9
O=C(Nc1ccc(Cl)c(Cl)c1)Nc1nccs1,-7,-5,-35,-37,7,-4,17,12,5,-35,5
CCC(=O)c1ccc(OCC(=O)NCC2(N3CCCCC3)CCCCC2)cc1,-15,7,14,3,1,-8,-12,1,-29,10,-9
CCOC(=O)c1ccc(NC(=O)CSc2nnc(CNC(=O)c3c(F)cccc3Cl)o2)cc1,-7,7,-1,7,4,-8,1,0,3,2,3
CCCCCCC1CC(CSc2ncn[nH]2)OC1=O (stereo not given),-7,0,-13,1,-3,1,14,-9,-6,3,13
COc1ccc(C(=O)NCC(=O)N2CCc3ccccc3C2)cc1,-2,8,-14,-11,2,2,-9,-2,0,-15,-1
O=C(O)C1C2C=CC(C2)C1C(=O)Nc1ccccc1Br (stereo not given),0,2,-7,-3,4,6,-5,-12,2,-18,-4
Cc1nc2c3cc(Cl)ccc3n(CCN3CCCCC3)c2s1,0,5,32,18,-3,-3,-26,1,-5,-11,4
COc1ccc(C(=O)Nc2ccccc2C(=O)NCc2ccco2)cc1OC,10,6,14,17,-4,-16,15,-1,9,10,-3
COc1ccccc1C(=O)NCCC(=O)NCc1ccccn1,17,0,7,-9,-5,-2,-3,6,-9,-8,-1
CCSc1ccccc1C(=O)Nc1cccc(OC)c1,-22,-4,4,-13,-15,12,-8,13,9,-8,-8
CCN(CC)S(=O)(=O)c1ccc2[nH]c(=O)cc(C(=O)Nc3ccc(C)c(S(=O)(=O)N(CC)CC)c3)c2c1,-3,-3,10,-9,-3,-13,22,-2,-4,9,8
COCCN(CC(=O)Nc1ccccc1C(F)(F)F)C(=O)/C=C/c1cc(Cl)c2c(c1)OCO2,-6,4,-7,12,-6,5,-17,-6,-2,9,-9
Cc1noc(C)c1COc1cccc(C(=O)NC(C)(C)C)c1,18,-1,-32,-6,3,-4,7,-3,-28,-17,-8
Cc1cc(C)c(S(=O)(=O)c2ccccc2C)c(OCC(C)(C)C)n1,13,-10,5,14,-6,10,9,0,4,29,5
Cc1cc(/C=C2\C(=O)NN(c3ccccc3)C2=O)c(C)n1-c1ccccc1O,-14,4,0,-9,1,-38,-5,-2,50,2,0
CC(=O)Oc1ccccc1Cn1c(C)c(C(=O)N(C)Cc2ccc(F)cc2)sc1=O,0,5,-3,17,-4,5,14,0,5,8,x
Cc1cccc(Cc2cccc(C)c2O)c1O,-5,-1,-4,-14,-7,-12,12,-1,-18,5,x
Cc1ccnc(NS(=O)(=O)c2ccc(NC(=O)c3ccccc3F)cc2)n1,3,1,-8,-11,2,-25,3,-2,5,13,4
O=C(Nc1cccc(OC(F)(F)F)c1)c1ccc(Br)o1,3,1,-5,-32,-13,-22,21,-1,-34,2,-1
Cc1ccc(-c2cc(C(=O)Nc3ccc(S(=O)(=O)Nc4ncccn4)cc3)c3ccccc3n2)cc1,-9,1,-11,-21,-1,12,-15,17,-21,19,-11
CC1(C)Oc2ccc(C(=O)NNC(=O)Nc3ccccc3)cc2NC1=O,-17,4,7,-1,-20,-26,31,-6,-18,6,6
CCOC(=O)C(C)Sc1nnc2n1C(C)(C)Cc1ccccc1-2 (stereo not given),2,-3,10,18,-3,11,15,0,11,3,1
COc1ccc(/C=N/Nc2nnc(Cc3ccc(OC)c(OC)c3)c(=O)[nH]2)cc1OC,-1,-4,11,-6,6,-11,-9,0,-18,-11,-4
Cc1cc(CNC(=O)[C@H](C)[C@@H]2C[C@@]2(C)[C@@H](NC(=O)OCc2ccccc2)c2ccccc2)nn1C,-18,3,3,17,-9,-7,8,2,-1,4,-7
COc1ccc(NS(=O)(=O)c2cccc(NC(=O)C34CCC(CC3)C4)c2)cc1,12,-4,31,23,-1,5,36,u,17,19,1
CCc1sc(C(=O)N(CCCOC)c2c(N)n(CC(C)C)c(=O)[nH]c2=O)cc1C,1,-6,4,13,8,-13,1,0,0,-10,-5
O=C(COC(=O)/C=C/c1cccc(F)c1)NC1CC1,3,9,3,-6,2,11,1,-1,-11,-11,0
OCCC1CN(Cc2ccncc2)CCN1C1CCCC1 (stereo not given),-1,3,7,-9,-5,15,2,2,-20,-5,-7
COc1ccc([C@H]2CC(=O)C=C(c3ccc4ncccc4c3)C2)cc1OC,3,10,15,10,-6,-12,-27,-10,-20,0,7
O=C(NCC1CCCO1)c1cn(-c2ccccc2)nc1-c1ccccc1 (stereo not given),1,-1,-20,-6,2,-3,-81,2,-30,-14,-3
CCc1nnc(NS(=O)(=O)c2ccc(Nc3ccc4nonc4c3[N+](=O)[O-])cc2)s1,12,-3,-7,3,2,-15,0,1,1,1,-7
CCOC(=O)C/C(C)=N/NC(=O)CN(c1ccc(Br)cc1)S(=O)(=O)c1ccccc1,-7,-4,-6,-15,-8,13,5,0,-3,0,0

# Part of the list above with just COUP-TFII inh, ABHD5 PLIN5 PPI and NR5A2 inv ag:
Structure | COUP-TFII inh | ABHD5 PLIN5 PPI | NR5A2 inv ag
Cc1ccc(-c2cc(C(=O)Nc3ccc(S(=O)(=O)Nc4ncccn4)cc3)c3ccccc3n2)cc1 | 19 | 1 | -21
CC1(C)Oc2ccc(C(=O)NNC(=O)Nc3ccccc3)cc2NC1=O | 6 | 4 | -1

# Continued.
SMILES,NCOA1 inh,ABHD5 PLIN5 PPI,SRC3 inh,NR5A2 inv ag,NOD2-RIPK2 inh,SRC2 inh,TWEAK-Fn14 inh,Exocytosis inh,TROY NFkB inh,COUP-TFII inh,TLR9-MyD88 block
CC(=O)NCCC(=O)Nc1nc(-c2cccs2)c(-c2cccs2)s1,0,3,5,-4,-1,-22,0,-2,-16,1,-3
CCCC(NS(=O)(=O)c1ccc(-c2ccc(=O)[nH]n2)s1)c1cccs1 (stereo not given),10,7,0,-34,12,-35,58*,2,35,-3,7
CC1=C(C(=O)OC(C)C)C(C2CC=CCC2)NC(=O)N1 (stereo not given),-4,-4,9,-6,-18,15,-1,1,8,-6,-11
Cc1ccccc1NS(=O)(=O)c1ccc(C)c(C(=O)N2CCOCC2)c1,-1,1,-5,-13,-12,-1,9,-3,4,-9,-16
Cc1cc(=O)oc2cc(OCC(=O)NCCN3CCOCC3)c(Cl)cc12,-9,-2,2,-3,0,-14,-2,-1,13,-17,1
Cc1c(N=Cc2cc3c(cc2[N+](=O)[O-])OCO3)cccc1[N+](=O)[O-],0,-9,14,-14,1,-5,1,0,8,13,3
O=C(COC(=O)/C=C/c1ccc([N+](=O)[O-])cc1)NC(c1ccccc1)c1ccccc1,1,0,4,0,-5,2,-8,3,18,8,5

# Look-ups from the results shown.
# Cc1c(N=Cc2cc3c(cc2[N+](=O)[O-])OCO3)cccc1[N+](=O)[O-] in NCOA1 inh is listed with 0
# CC1=C(C(=O)OC(C)C)C(C2CC=CCC2)NC(=O)N1 (stereo not given) in NR5A2 inv ag is listed with -6
# Cc1ccccc1NS(=O)(=O)c1ccc(C)c(C(=O)N2CCOCC2)c1 in ABHD5 PLIN5 PPI is listed with 1
# CCCC(NS(=O)(=O)c1ccc(-c2ccc(=O)[nH]n2)s1)c1cccs1 (stereo not given) in TWEAK-Fn14 inh is listed with 58*
# CC(=O)NCCC(=O)Nc1nc(-c2cccs2)c(-c2cccs2)s1 in NCOA1 inh is listed with 0

# A portion of the library; the hit share may differ from the screen's.
